# Menin MLL FP TR: inhibitors of human menin-MLL interaction, mutant MLL peptide | O00255 | Menin + Texas Red MLL mutant peptide, fluorescence polarization | Potency, µM (highest dose often 61.6 µM), for inactives: at the top dose FP activity change, negative = inhibition, actives largely listed as inhibitors | actives 0.23% (n = 270,000) | AID 1768; active = well fitted inhibition curve with a large enough effect in the polarisation, with a control signal flat, not every such curve was filed as active; inconclusive = small, poorly fitted or top-dose-only effect, or effect the other way, or a change in a side signal; inactive = no such curve, though single readings can be large or run the other way; the % refers to the polarisation; also: potency is read from the fitted curve at half-maximal effect; % of control where 0% means no effect; many of its hits are not listed in these tables
# RORgamma inh: inhibitors of mouse ROR gamma transcriptional activity; P51450; Drosophila S2 Gal4-RORgamma UAS-luciferase reporter, 20 h; Potency, µM (doses to about 53.6 µM), for inactives: at the highest dose activity change, negative = inhibition, hits mostly inhibitors; actives 5.4% (n = 310,000); also: potency is read from the fitted curve at half-maximal effect; % is scaled to controls: 0 for no effect and ±100 for the full control effect; nearly all actives have a fitted effect of over 60% in size
# Target sequence (P51450 whole entry, looked up, the tested form may be a part): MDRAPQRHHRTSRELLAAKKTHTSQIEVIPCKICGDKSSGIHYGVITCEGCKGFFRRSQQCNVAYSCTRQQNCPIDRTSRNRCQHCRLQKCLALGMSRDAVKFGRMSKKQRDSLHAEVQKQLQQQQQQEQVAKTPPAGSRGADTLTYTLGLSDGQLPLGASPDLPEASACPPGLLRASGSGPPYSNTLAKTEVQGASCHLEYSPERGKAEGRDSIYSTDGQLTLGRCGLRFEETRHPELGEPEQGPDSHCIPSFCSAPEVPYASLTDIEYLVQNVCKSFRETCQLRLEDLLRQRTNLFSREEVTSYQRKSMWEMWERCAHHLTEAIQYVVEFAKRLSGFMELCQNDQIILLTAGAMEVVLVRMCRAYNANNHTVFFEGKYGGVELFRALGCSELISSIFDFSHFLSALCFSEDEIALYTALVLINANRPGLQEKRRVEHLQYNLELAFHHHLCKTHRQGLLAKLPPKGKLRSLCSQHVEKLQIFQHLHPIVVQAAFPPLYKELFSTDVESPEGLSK
#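 ROR gamma transcriptional activity was tracked as Gal4-UAS luciferase output in stably transfected Drosophila Schneider cells, with compound added 1 hr before 700 uM copper sulfate induction and a 20 hr ambient-temperature incubation.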
# ELG1 DNA repair: ELG1-dependent DNA repair inhibition; HEK293T ELG1-luciferase reporter, luminescence, 16 h; DNA damage induced by 5-fluorouridine; Potency, µM (doses to about 46.1 µM), for inactives: top-dose activity change, negative = inhibition, usual class: inhibitors; actives 2.3% (n = 330,000); AID 504467; also: potency is read from the fitted curve at half-maximal effect; % is scaled to controls: 0 for no effect and ±100 for the full control effect; nearly all actives have a fitted effect of over 55% in size
#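 Reporter activity after DNA damage by 5-fluorouridine is monitored. Compound-treated cells incubate 16 hr at 37 °C, then ONE-Glo is added for 30 min before luminescence reading.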
# Mito fusion act: inhibitors of mitochondrial division or activators of mitochondrial fusion. Potency, µM (highest dose often 46.1 µM), for inactives: top-dose growth rescue (activation), actives largely listed as activators. S. cerevisiae fusion-defective mutant growth rescue, CellTiterGlo 48 h. actives 0.23% (n = 320,000);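 also: potency is read from the fitted curve at half-maximal effect; % of control where 0% means no effect; nearly all actives have a fitted effect of over 45% in size; temperature-sensitive fusion mutants such as fzo1-1 at 37 °C on non-fermentable ethanol glycerol medium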
#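 Yeast fusion mutant, YPEG (non-fermentable carbon), compound, 48 h at 37C non-permissive; CellTiterGlo added, 10 min RT, luminescence read. Rescued growth = division inhibition.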
# FLuc counter: firefly luciferase modulation, counter-screen for miR-21 project; Potency, µM (series often up to 57.5 µM), inactives show at the top dose activity change, negative = inhibition, usual class: inhibitors; purified FLuc, Km substrates, luminescence inhibition; AID 588342; actives 6.9% (n = 360,000); P08659;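 also: potency is read from the fitted curve at half-maximal effect; plate controls were vehicle for no effect and reference inhibitor for full effect; nearly all actives have a fitted effect of over 55% in size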
#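 Purified P. pyralis luciferase (10nM final) with 10uM D-luciferin and 10uM ATP (Km levels) in 50mM Tris acetate pH 7.5, 10mM Mg acetate, 0.01% Tween-20, 0.05% BSA; qHTS 6-point titration, ~60 µM downward; luminescence read.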
# PKM2 act: PKM2 (human) enzyme activation. P14618. purified PKM2, Kinase-Glo ATP luminescence, activation; response scale: 0% is enzyme alone, no compound. Potency, µM (highest dose often 57.5 µM), inactives show at the highest dose activation, most hits filed as activators. actives 0.34% (n = 260,000); also: potency is read from the fitted curve at half-maximal effect; % is scaled to controls: 0 for no effect and ±100 for the full control effect; nearly all actives have a fitted effect of over 55% in size
# Target sequence (P14618 whole entry, looked up): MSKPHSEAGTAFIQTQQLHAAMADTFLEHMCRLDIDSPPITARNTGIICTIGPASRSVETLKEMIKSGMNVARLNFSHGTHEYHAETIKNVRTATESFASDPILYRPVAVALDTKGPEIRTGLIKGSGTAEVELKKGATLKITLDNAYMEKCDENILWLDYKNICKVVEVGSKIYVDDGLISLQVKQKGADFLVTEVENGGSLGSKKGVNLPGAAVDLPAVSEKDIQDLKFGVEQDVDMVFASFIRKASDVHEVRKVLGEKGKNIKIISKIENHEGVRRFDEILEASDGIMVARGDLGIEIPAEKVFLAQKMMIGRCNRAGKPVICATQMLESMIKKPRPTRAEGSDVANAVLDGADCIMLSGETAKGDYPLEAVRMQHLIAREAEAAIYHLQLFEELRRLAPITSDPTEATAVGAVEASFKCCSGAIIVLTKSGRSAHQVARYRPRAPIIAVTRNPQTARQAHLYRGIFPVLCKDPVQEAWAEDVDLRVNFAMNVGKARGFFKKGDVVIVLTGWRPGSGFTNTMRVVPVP
#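 Purified hPK-M2 (>95%) run at intermediate activity with 0.1 mM ADP and 0.5 mM PEP in 50 mM imidazole pH 7.2, KCl, MgCl2; 1 h room temperature. ATP formed read by Kinase-Glo luminescence; normalized to uninhibited and no-enzyme controls.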
# NPC1 promoter act: NPC1 promoter activation | actives 2.4% (n = 320,000) | Huh7 NPC1 promoter luciferase reporter, 24 h | Potency, µM (top dose mostly 9.22 µM), without a hit: top-dose activation, most hits filed as activators | AID 485313;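 also: potency is read from the fitted curve at half-maximal effect; % of control where 0% means no effect; nearly all actives have a fitted effect of over 60% in size; reporter is driven by a mutant NPC1 promoter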
#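 Quantitative HTS used a cell-based reporter: Huh7 cells stably bearing the NPC1 promoter upstream of luciferase were treated with compounds for 24 h, and promoter activation was read as luminescence.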
# Gal4-VP16 FLuc: Gal4-VP16 reporter inhibition counter-screen. Drosophila S2 Gal4-VP16 UAS-luciferase, luminescence, 20 h. Potency, µM (series often up to 53.6 µM), without a hit: at the highest dose activity, negative = inhibition, hits mostly inhibitors. actives 3.5% (n = 310,000). AID 2546;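 also: Gal4-VP16 expression switched on by copper sulfate through the metallothionein promoter; potency is read from the fitted curve at half-maximal effect; % is scaled to controls: 0 for no effect and ±100 for the full control effect; nearly all actives have a fitted effect of over 50% in size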
# KCNH2 3.1 block: blocks the human KCNH2 3.1 channel isoform; U2OS KCNH2 3.1, thallium flux FluxOr; active compounds read low; activity change, % (tested at about 1.8 µM); actives 0.95% (n = 340,000); AID 720553;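 active = maximum activity change below -70%; inconclusive = maximum activity change from -70% to -50%; inactive = maximum activity change above -50%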;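 also: thallium influx rate constant from kinetic fluorescence after stimulation buffer; % is scaled to controls: 0 for no effect and ±100 for the full control effect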
#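 Normalized rate constant (relative to positive and negative DMSO controls) derived from a 2 min kinetic fluorescence read after stimulation; U2OS cells expressing the 3.1 isoform via virus at 1.77 x 10^8 /mL.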
# MBNL1-CUG inh: MBNL1-poly(CUG) RNA binding inhibition; actives 0.036% (n = 280,000); Potency, µM (highest dose often 57.5 µM), for inactives: at the highest dose activity change, negative = inhibition, actives largely listed as inhibitors; TR-FRET MBNL1-His/biotin-(CUG)12 binding, 665/545 ratio; Q9NR56; active = well fitted inhibition curve with a large enough effect in the signal ratio, with a control signal flat, not every such curve was filed as active; inconclusive = small, poorly fitted or top-dose-only effect, or effect the other way, or a change in a side signal; inactive = no such curve, though single readings can be large or run the other way; the % refers to the signal ratio; also: potency is read from the fitted curve at half-maximal effect; % is scaled to controls: 0 for no effect and ±100 for the full control effect
#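 Ratiometric TR-FRET (665 over 545 nm, excitation 340 nm) tracks disruption of MBNL1-His/biotin-(CUG)12 complex after 60 min at room temperature, with compounds at 92 nM to 58 uM final.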
# Rab9 promoter act: activates the Rab9 promoter; Huh7 Rab9 promoter-luciferase reporter, luminescence, 24 h; Potency, µM (highest dose often 9.22 µM), without a hit: top-dose activation, negative = inhibition, actives largely listed as activators; actives 2.8% (n = 320,000); also: potency is read from the fitted curve at half-maximal effect; % of control where 0% means no effect; nearly all actives have a fitted effect of over 60% in size
#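 Promoter activation is measured as luciferase luminescence in Huh7 cells stably transfected with a Rab9 promoter–luciferase construct, following 24 h compound exposure at 37 °C and 10 min reagent incubation at ambient temperature.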
# Starred values were filed as active, the others as inactive; ? = inconclusive; . = not tested or not shown; & = joins results of further samples; [ ] = remark or other dose. Unless noted, calls follow the shape of the dose curve; as a rule, active = well fitted curve in the direction sought with a large enough effect; inconclusive = small, poorly fitted or top-dose-only effect, or another doubt; inactive = no such curve, though single readings can be large; an effect the other way counts as inactive or inconclusive.
SMILES,Menin MLL FP TR,RORgamma inh,ELG1 DNA repair,Mito fusion act,FLuc counter,PKM2 act,NPC1 promoter act,Gal4-VP16 FLuc,KCNH2 3.1 block,MBNL1-CUG inh,Rab9 promoter act
Fc1ccc(-c2nc3nc4ccccc4nc3n2Cc2ccco2)cc1,0.3%,?,3.7%,13.1%,-18.6%,5.3%,0.8%,1.9%,-15.6,?,?
CC1(C)CC(=O)C(N=Nc2cccnc2)=C(O)C1,.,-1.4%,12.1%,-13.4%,5.6%,-1.5%,0.4%,9.9%,-5.2,?,-1.8%
CC(=O)c1cc2c(cc1NC(=O)CSc1nnc(C)s1)OCO2,-2.0%,-11.3%,-2.7%,-0.3%,6.2%,5.5%,-3.3%,-0.6%,2.0,7.2%,-7.5%
Cc1ccc(S(=O)(=O)N(CC(=O)NCCSc2ccccn2)c2ccccc2F)cc1,3.3%,-43.6%,?,12.7%,1.7%,6.7%,2.7%,?,-3.4,-7.7%,0.6%
Cn1c(=O)cc(OCCCC(=O)N2CCCCC2)c2ccccc21,4.9%,-15.7%,?,6.4%,4.3%,0.8%,-5.9%,3.1%,8.8,-13.9%,-1.3%
Cc1ccc(S(=O)(=O)N2CCCCC2)cc1NC(=O)CNC(C)c1ccc(Cl)c(Cl)c1 (stereo unspecified),.,.,-26.7%,11.0%,2.5%,.,-8.8%,.,-18.6,.,-6.7%
Cc1ccsc1/C=N/NC(=O)c1cccnc1,.,?,19.9%,-6.0%,?,-6.2%,-5.6%,12.6µM*,9.9,20.7%,-3.9%
Cc1ccc(S(=O)(=O)N2CCOC2CNC(=O)C(=O)NCCN(C)C)cc1 (stereo unspecified),.,-5.4%,19.5%,4.3%,2.4%,-19.5%,-2.4%,-1.4%,-5.8,-8.0%,-6.0%
O=C(NCC1CCCCC1)c1ccc(F)cc1Cl,-30.0%,10.3%,?,-3.1%,?,0.1%[11.5 µM],?,8.9%,-0.2,-9.9%,?
COc1ccc(C(=O)Nc2ccc3[nH]c(-c4cccc(OC)c4)cc(=O)c3c2)cc1,1.7%&14.3%,1.3%&32.1%,2.5%,-0.2%,0.2%,-2.5%,-15.9%,-14.0%&-24.5%,-17.7,-7.3%,-24.1%
Cc1cc(C(=O)N/N=C/c2cc(Br)ccc2OC(=O)c2ccccc2)n[nH]1,8.2%,?,-14.4%,-1.6%,2.0%,-0.9%,-33.1%[inhibitor],2.7%[0.365 µM],-3.5,10.7%,-37.9%[inhibitor]
O=C(CCCCCN1C(=O)c2ccccc2C1=O)Nc1ccc(S(=O)(=O)N2CCCCC2)cc1,7.9%,?,?,4.6%,-0.1%,-0.7%,-5.4%,?,13.6,13.1%,-3.3%
O=C(CSc1ccc(-c2ccco2)nn1)N1CCCCCC1,-5.1%,23.3%,?,1.2%,-14.1%,-1.0%,3.7%,?,6.4,7.5%,7.6%
O=C(O[C@@H]1OC2COC(=O)c3cc(O)c(O)c(O)c3-c3c(cc(O)c(O)c3O)C(=O)O[C@@H]([C@H]1O)[C@@H]2O)c1cc(O)c(O)c(O)c1,2.9%,-39.0%,-14.2%,-0.2%,?,9.1%,-0.9%,-16.0%,-3.8,-8.0%,-2.3%
CCCCN(C)C(=O)c1ccc(CS(=O)(=O)c2ccccc2C)o1,-1.3%,?,-10.1%,-0.8%,2.5%,-0.3%,-4.9%,28.4%,6.8,-3.8%,-1.7%
CSc1nc2ccccc2cc1/C=C(\C#N)c1cccc(Cl)c1,10.3%,-36.2%,-27.6%,-1.2%,2.7%,0.6%,2.7%,-5.1%,-2.6,4.7%,-5.4%
CCOC(=O)c1c(-c2ccccc2)oc2ccc(O)c(CN3CCN(C)CC3)c12,?,0.9%,-0.7%,-38.7%[inhibitor],-1.6%,-1.4%,-3.7%,-8.7%,0.1,6.6%[11.5 µM],-6.3%
O=C(Cc1cccs1)Nc1nnc(SCC(=O)N2CCCCC2)s1,1.4%,5.4%,-1.4%,-1.2%,1.1%,7.2%,-1.3%,-2.0%,10.2,-8.8%,-2.3%
Cc1cccc(N2C(=O)N3[C@@H]4c5ccccc5OC[C@@H]4[C@@H](c4ccccc4)[C@]3(C)C2=O)c1,-10.3%,-1.2%,?,1.0%,-0.8%,-0.7%,2.2%,-3.6%,6.3,-1.2%,0.7%
O=C(NCCOCc1ccccc1)C(c1ccccc1)c1ccccc1,-0.2%,41.5%,-5.2%,-6.7%,-0.7%,5.5%,-0.1%,2.7%,4.2,-4.4%,-1.4%
O=C(NNC(=O)c1cc(-c2ccncc2)nc2ccccc12)c1ccccc1F,.,.,?,-1.9%,23.9µM*,.,1.9%,.,12.9,.,1.0%
Cc1ccc(Cl)cc1N1CCN(S(=O)(=O)c2c(C)nc3scc(C)n3c2=O)CC1,23.4%,19.9%,12.4%,13.0%,0.5%,-1.3%,-1.8%,-2.0%,2.8,-2.9%,-3.4%
COc1ccccc1OCC(=O)N1CCN(S(=O)(=O)c2ccc(Cl)cc2)CC1,.,.,-13.9%,0.2%,0.3%,.,1.2%,.,5.8,.,-1.2%
COc1ccc(-c2nnc3sc(-c4ccco4)nn23)cc1OC,-8.1%,-9.9%,-10.4%,4.0%,-2.2%,5.4%,-0.2%,0.8%,4.6,21.4%,13.3%
CCc1ccccc1NC(=O)CCOc1ccccc1,-1.8%,0.3%,-4.4%,-2.9%&2.0%,-1.4%&-6.5%,.,-7.4%,-9.1%,-4.2,-3.0%,-7.3%
CCc1cccc2sc(N(CCCN3CCOCC3)C(=O)CS(=O)(=O)c3ccccc3)nc12,.,.,-5.2%,12.0%,0.1%,.,0.0%,.,0.1,.,-9.4%
Nc1c(C(=O)N/N=C/c2ccc(Cl)cc2)cnn1-c1ccccc1,.,-28.7%,1.4%,-1.4%,6.0%,-1.2%,28.9%,-8.9%,-29.9,8.6%,?
O=C(c1csc2ccccc12)N1CCN(c2ccc(Cl)c(Cl)c2)CC1,-1.8%,?,-5.4%,-0.8%,-1.4%,-3.6%,-2.3%,?,2.1,-10.3%,-2.4%
CCN(CC)CCCN(C(C)=O)c1nc(-c2cc(OC)ccc2OC)cs1,-19.3%,-37.2%,9.3%,-6.1%,2.0%,2.9%,6.0%,?,-9.1,-7.6%,-3.0%
COc1ccc(CCNC(=O)COC(=O)COc2ccc(C#N)cc2)cc1,3.7%,-19.0%,2.5%,-1.8%,-1.1%,1.9%,0.1%,-4.8%,-1.1,-8.5%,2.0%
COc1cc(CNCCCO)ccc1OCC(=O)NC(C)(C)C,-12.4%,-0.5%,14.1%,11.2%,0.3%,-5.3%,0.8%,3.6%,-2.5,-8.7%,0.4%
CCC(NC(=O)Cc1c(C)c2ccc(OC)c(C)c2oc1=O)C(=O)NC(Cc1ccc(Cl)cc1)C(=O)O (stereo unspecified),-10.1%,-16.5%,?,-3.7%,?,-6.1%,-3.7%,-5.3%,-3.4,6.7%,-5.4%
CCNC(=O)C1CCN(S(=O)(=O)c2ccc(F)cc2)CC1,0.2%,-9.7%,1.3%,2.2%,1.6%,-3.5%,-3.5%,-0.1%,19.9,-6.1%,-0.3%
CCc1ccc(-c2cn(C3CCCCC3)c(=S)[nH]2)cc1,-2.5%,0.708µM*,?,-2.4%,-19.0%,1.3%,?,?,-16.5,4.0%,?
Cc1nc(C)n(CC(C)C(=O)N2CCN(S(=O)(=O)c3ccccc3)CC2)n1 (stereo unspecified),-18.3%,-1.3%,3.1%,-4.0%,1.7%,-3.8%,0.5%,-8.3%,21.6,-5.6%,-0.2%
CSCCC(NS(=O)(=O)c1ccc(Cl)cc1)C(=O)OCC(=O)N1CCOCC1 (stereo unspecified),1.3%,0.1%,2.5%,1.6%,4.9%,-5.3%,0.3%,3.9%,1.4,-4.4%,8.5%
O=C(c1ccccc1S(=O)(=O)NCc1ccccc1)N1CCCCC1,-2.7%,-6.5%,5.0%,3.1%,-2.3%,-9.7%,4.0%,5.0%,-8.9,9.1%,1.7%
NC(=O)c1ccc(-c2noc(-c3ccccc3F)n2)cc1,.,.,?,0.2%,3.01µM*,.,0.316µM*,.,.,.,0.316µM*
CCN(CC)S(=O)(=O)c1ccc2[nH]cc(C(=O)NCCN3CCCCCC3)c(=O)c2c1,-28.9%,21.1%,20.4%,4.1%,-4.1%,-5.8%,1.2%,3.6%,-1.4,-8.4%,1.6%

# A portion of the library; the hit share may differ from the screen's.
